Screens (PubChem BioAssay)
M4 antag – CHRM4 antagonism in calcium assay. P08173. CHO-hM4 cells, ACh EC80, Fluo-8 calcium fluorescence. inhibition, % at 3 µM. actives 0.73% (n = 360,000). AID 624125;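 active = inhibition above its plate's cutoff, the mean inhibition of sample wells plus 3 SD, cut at about 27% in these data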;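 also: 0% = acetylcholine EC80 with DMSO and 100% = DMSO without agonist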
M1 PAM – potentiates human M1 receptor response to acetylcholine; activation, % at 3 µM; actives 0.088% (n = 360,000); CHO-K1 hM1, Fluo-8 calcium fluorescence, ACh EC20; 0% = ACh EC20, 100% = maximal ACh; P11229; in the data active = activation above about 19%, passing the limit was not always enough
Target sequence (P11229 whole entry, looked up): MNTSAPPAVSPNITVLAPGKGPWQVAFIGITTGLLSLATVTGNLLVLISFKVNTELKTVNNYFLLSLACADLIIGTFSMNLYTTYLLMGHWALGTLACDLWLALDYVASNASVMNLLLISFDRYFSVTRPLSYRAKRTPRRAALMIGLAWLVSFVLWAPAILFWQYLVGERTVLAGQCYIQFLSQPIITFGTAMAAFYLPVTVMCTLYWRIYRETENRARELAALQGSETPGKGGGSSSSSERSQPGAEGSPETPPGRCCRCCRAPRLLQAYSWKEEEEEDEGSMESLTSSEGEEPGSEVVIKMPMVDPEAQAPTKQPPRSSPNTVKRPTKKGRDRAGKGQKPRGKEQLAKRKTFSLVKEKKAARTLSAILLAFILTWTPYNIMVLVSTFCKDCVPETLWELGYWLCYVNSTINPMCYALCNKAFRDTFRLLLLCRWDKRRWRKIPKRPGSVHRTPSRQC
M1 antag – blocks human M1 muscarinic receptor; P11229; CHO-K1 hM1, Fluo-8 calcium fluorescence, ACh EC80 antagonist; inhibition, % at 3 µM; actives 1.3% (n = 360,000); AID 588852;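 active = percent inhibition above its own plate's cutoff, namely the mean of that plate's compound wells plus 3 SD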;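 also: peak over basal fluorescence ratio during 140 s after agonist addition; 0% = ACh EC80 plus DMSO and 100% = DMSO alone without agonist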
CHRM5 PAM – CHRM5 positive allosteric modulation | CHO-K1 hM5, Fluo-8 calcium, ACh EC20 PAM; 0% = ACh EC20, 100% = ACh EC100 | activation, % at 3 µM | actives 0.3% (n = 360,000) | AID 624038 | P08912;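 active = activation above the run cutoff, the mean activation of all test compounds plus 3 SD, cut at about 18% in these data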
Target sequence (P08912 whole entry, looked up): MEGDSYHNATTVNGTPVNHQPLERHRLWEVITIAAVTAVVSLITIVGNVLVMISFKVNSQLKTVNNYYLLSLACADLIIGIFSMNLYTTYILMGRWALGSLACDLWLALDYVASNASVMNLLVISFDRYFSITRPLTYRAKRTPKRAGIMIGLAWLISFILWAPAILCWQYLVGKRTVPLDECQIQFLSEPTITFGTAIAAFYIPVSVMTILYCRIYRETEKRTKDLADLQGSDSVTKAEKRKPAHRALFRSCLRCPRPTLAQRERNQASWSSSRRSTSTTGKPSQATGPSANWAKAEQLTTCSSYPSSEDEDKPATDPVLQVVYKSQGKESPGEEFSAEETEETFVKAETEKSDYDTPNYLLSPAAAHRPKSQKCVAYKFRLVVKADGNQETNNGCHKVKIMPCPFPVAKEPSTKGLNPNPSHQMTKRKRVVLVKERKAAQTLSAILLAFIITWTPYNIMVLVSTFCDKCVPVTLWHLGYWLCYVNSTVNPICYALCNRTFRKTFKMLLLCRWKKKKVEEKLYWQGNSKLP
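Measured by: Fluo-8 calcium fluorescence; material: human M5 receptor in CHO-K1 cells; schedule: Post-acetylcholine fluorescence recording 140 s; benchmarks: low control EC20 acetylcholine (0%), high control EC100 acetylcholine (100%); read-out: Max/basal fluorescence ratio as % of EC20–EC100 ACh window; compound: single dose, 3 µM nominal final test concentration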
M4 ag – agonists of human muscarinic M4 receptor (CHRM4); P08173; CHO-K1 hM4/Gqi5, Fluo-8 calcium fluorescence; vehicle 0%, full acetylcholine response 100%; activation, % at 3 µM; actives 0.14% (n = 360,000);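 active = activation above the run mean over all test wells plus 3 SD, cut at about 32% in these data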;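 also: peak over basal fluorescence ratio per well then scaled between controls; 0% = DMSO wells and 100% = acetylcholine at EC100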
CHRM5 antagonist – CHRM5 antagonism in calcium assay; CHO-hM5 cells, Fluo-8 calcium fluorescence, ACh EC80; inhibition, % at 3 µM; actives 0.59% (n = 360,000); P08912;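 active = inhibition above a per-plate cutoff, the mean of that plate's test compounds plus 3 SD, cut at about 27% in these data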;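 also: 0% = acetylcholine EC80 with DMSO and 100% = DMSO without agonist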
M5 ag – agonists of human muscarinic M5 receptor (CHRM5) | activation, % at 3 µM | actives 0.19% (n = 360,000) | CHO-K1 hM5 cells, Fluo-8 calcium fluorescence; 0% DMSO wells, 100% maximal acetylcholine response | P08912;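 active = activation above the run's mean over test compounds plus 3 SD, cut at about 23% in these data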;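 also: signal is peak over basal fluorescence ratio across the kinetic read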
TAAR1 ag – agonists of human TAAR1 | actives 0.99% (n = 360,000) | CHO RD-HGA16 TAAR1, Fluo-8 calcium fluorescence; vehicle wells 0%, saturating PEA agonist 100% | Q96RJ0 | activation, % at 3 µM;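 active = activation above the mean activation of all test compounds in the run plus 3 SD, cut at about 38% in these data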
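System: CHO RD-HGA16 cells carrying human TAAR1 plus Gα16; Incubation: 17-24 h seeding, 75 min 37 °C dye, 30 min RT; Measured by: Fluo-8 fluorescence, 5 s baseline then 140 s kinetic read; Control set: DMSO and PEA EC100; Replication: single well for each compound.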
M1 ag – activates human CHRM1 receptor. P11229. CHO-K1 hM1, Fluo-8 calcium fluorescence, agonist mode; 0% DMSO, 100% acetylcholine EC100. activation, % at 3 µM. actives 0.33% (n = 360,000). AID 588814;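 active = activation above the run's mean compound activation plus 3 SD, cut at about 16% in these data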;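 also: peak over basal fluorescence ratio within a 140 s kinetic read after compound addition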
* marks the source's active call; other numbers are inactive results; / = not tested or not shown.

SMILES	M4 antag	M1 PAM	M1 antag	CHRM5 PAM	M4 ag	CHRM5 antagonist	M5 ag	TAAR1 ag	M1 ag
Cc1cccc(C)c1NC(=O)C1(C)CN(S(C)(=O)=O)CC(=O)N1CCOc1ccccc1 (stereo unspecified)	6.1	/	/	9.8	2.5	-4.7	3.1	0.8	/
COC(=O)c1ccc([C@H](NC(=O)c2ccco2)[C@]2(C)C[C@H]2C2CCCCC2)cc1	-0.1	0.8	0.4	-7.6	0.8	14.8	-3.1	4.4	-5.8
COc1cccc(/C=C/C(=O)OCC(=O)Nc2cccc(S(=O)(=O)N(C)C)c2)c1	-9.9	6.8	-9.9	-1.2	9.2	2.0	1.0	6.8	-5.4
O=C(CCC1CCCCC1)Nc1ccccc1O	10.5	9.6	-8.7	-2.1	0.1	3.5	0.4	16.1	-1.0
CN(C(=O)COC(=O)CNC(=O)c1cccs1)c1c(N)n(Cc2ccccc2)c(=O)[nH]c1=O	2.9	4.0	-0.9	6.2	0.9	1.3	1.3	23.7	-4.0
C=CCn1cc(C(=O)NCCN(CC)CC)c(=O)c2cc(S(=O)(=O)N3CCCCCC3)ccc21	4.9	-4.5	4.7	-8.3	1.0	16.7	-5.3	-0.4	-6.2
Cc1ccn2cc(CNS(=O)(=O)c3cccs3)nc2c1	-3.5	0.7	2.2	-10.5	0.9	5.6	-3.2	-0.3	-0.1
COc1cc(OC)c(OC)cc1CNC(=O)c1cc(=O)c2ccccc2o1	-7.6	6.3	-4.2	2.5	0.8	3.2	-1.3	-0.1	-1.9
CCSc1nnc(-c2ccncc2)n1Cc1ccccc1	3.1	4.1	1.5	0.3	0.8	-0.2	1.5	5.2	-2.0
CN1CCN2c3ccccc3CC(C#N)(C#N)C2C1 (stereo unspecified)	8.9	-0.8	-6.3	-5.0	1.4	3.6	0.9	-0.4	-1.9
O=S(=O)(c1cc(Cl)ccc1Cl)N1CCNCC1	2.6	4.0	-11.4	-1.7	0.5	0.5	-2.3	3.1	-7.0
O=C(Cc1ccccc1F)OCC(=O)N1CCN(C(=O)c2ccco2)CC1	13.9	5.5	-1.8	-2.9	0.8	9.7	0.1	2.2	-6.3
COCC1CCCCN1C(=O)c1cccc(OC2CCN(S(C)(=O)=O)CC2)c1 (stereo unspecified)	2.2	14.8	-6.7	3.1	1.6	4.4	-3.8	1.1	3.6
COc1ccc(C2(NC(C)=O)CCN(C(=O)CCC(=O)O)CC2)cc1	-5.1	3.4	-20.8	7.8	0.0	-3.4	0.2	18.5	-1.6
Cn1cc(CN2CCCC(C(=O)Nc3cccc(-n4cccn4)c3)C2)cn1 (stereo unspecified)	1.4	-3.3	-1.2	1.9	0.5	5.8	-5.3	0.5	-12.8
CC(C)(C)C(=O)C1=C(O)C(=O)N(Cc2ccccc2)C1c1ccccc1Cl (stereo unspecified)	-2.4	2.9	-4.9	-2.2	-0.8	10.3	6.9	0.1	-1.7
Cc1ccc(C(=O)N2CCCC(Nc3ccc(C(C)C)cc3)C2)cn1 (stereo unspecified)	6.4	-0.1	-1.5	-4.0	2.3	10.7	-2.9	2.5	-2.4
CCOc1ccc(S(=O)(=O)N(CC)CC)cc1N	6.9	12.3	-5.9	7.6	-0.4	-1.6	-2.5	2.4	-1.4
Cc1cccc(CN2CCC(Oc3ccc(C(=O)N4CCCCC4)cc3)CC2)c1	6.4	8.1	-15.1	-6.5	0.8	14.0	-8.8	2.1	-4.1
CCOc1ccc(CN(C(=O)c2ccccn2)c2ccc(OC)c(Cl)c2)cc1	5.2	2.0	-3.4	0.2	2.3	14.6	-3.4	-0.2	-6.3
Cc1ccc(S(=O)(=O)N2CCN(C(=O)COC(=O)/C=C/c3cccc(Cl)c3)CC2)c(C)c1	-7.2	1.6	-4.3	12.7	2.4	7.8	-0.1	2.9	-2.1
Cc1ccccc1OCc1nc2ccccc2c(=O)n1NC(=O)c1ccco1	6.7	3.9	-31.0	-7.1	2.6	-5.2	17.6	14.6	17.6*
Cn1c(SCC(=O)NC2CC2)nnc1-c1ccc(Cl)cc1	-13.3	19.8	-18.3	-3.4	-0.3	7.3	0.3	5.8	1.6
O=c1c2[nH]c3ccccc3c2ncn1CCCn1ccnc1	-16.9	7.8	-6.5	4.8	0.7	-10.7	-4.6	5.8	-4.7
Cc1ccc(S(=O)(=O)N2CCN(C(=O)c3ccc(COc4ccccc4)o3)CC2)cc1	2.6	3.8	-1.0	13.7	1.8	-5.5	5.1	2.4	-1.0
COc1ccc(CN(C)C(=O)c2ccc(OCC(=O)Nc3cccc(C(F)(F)F)c3)c(OC)c2)cc1	30.8*	-18.1	32.7	-12.8	16.0	15.8	5.3	4.8	1.6
CCCCn1cnc2c(SCc3ccccc3F)nc(N)nc21	3.3	0.2	-13.5	-10.4	2.1	10.1	-1.9	1.1	0.9
CCCc1cc(=O)[nH]c(SCC(=O)N(CCC#N)c2ccc3c(c2)OCCO3)n1	-3.7	1.7	3.9	3.1	0.9	-1.5	-4.0	4.1	-0.2
CN(C)CCNC(=O)c1c(CSc2ccccc2)noc1C(=O)NCc1ccccc1	1.9	-5.0	3.9	-5.7	1.3	11.4	-6.0	2.4	-9.6
CCCN1CCC(=NNc2ccc(S(N)(=O)=O)cc2[N+](=O)[O-])CC1	2.4	-1.9	11.2	0.8	0.4	5.9	-0.8	2.1	-6.6
O=C(Oc1ccc(Oc2ccccc2)cc1)N1CCC(O)CC1	-1.9	19.8	-25.9	-2.5	5.4	-3.7	3.2	-0.2	-1.1
COC(=O)c1ccc(CSc2nnc(N)s2)o1	-1.3	13.5	-5.7	2.6	0.6	2.3	2.5	1.6	-4.3
COc1cc(-c2[nH]ncc2CN(C)Cc2cc(C)[nH]n2)cc(OC)c1OC	12.6	6.7	-10.5	-2.6	0.5	3.6	-4.7	2.7	-3.4
O=C(CN1C(=O)NC2(CCCC2)C1=O)N1CCN(c2ccccc2O)CC1	-15.2	7.2	-2.9	7.0	0.9	0.3	-0.6	0.5	1.0
O=S(Cc1ccccc1)c1ccccc1 (stereo unspecified)	-2.5	10.7	-22.3	-6.0	0.6	8.3	-1.1	3.0	-3.5
CCCC(C)(C)C(=O)N1CCC1(C)C(=O)NS(=O)(=O)c1ccc(Cl)cc1 (stereo unspecified)	0.7	10.5	-0.5	-6.3	0.5	12.8	-0.1	6.0	-0.1
Cc1cc(S(=O)(=O)N(C)CCc2ccccc2)ccc1-n1cnnn1	9.2	-3.2	-3.3	-4.3	3.0	-5.4	0.8	13.0	-2.4
O=C(COc1ccc(S(=O)(=O)N2CCCC2)cc1)NCc1cccnc1	-18.9	5.6	-7.2	2.5	0.5	-8.3	-2.9	0.8	-11.2
CCC(=O)N1C(C(=O)O)CSC1c1ccc(OC)cc1 (stereo unspecified)	1.6	-1.1	-5.2	1.0	-0.8	0.5	1.4	1.4	-4.0
COc1ccc(Cc2noc(CN3CCN(c4ccc(Cl)cn4)CC3)n2)cc1OC	-3.4	0.9	2.8	-20.2	19.8	14.1	1.6	1.4	-3.5
CCCn1c(SCC(=O)c2c(N)n(C3CC3)c(=O)[nH]c2=O)nc2cc(S(N)(=O)=O)ccc21	-9.1	-0.4	1.3	-11.2	0.3	-0.8	-3.4	0.0	-2.4
O=C(NNS(=O)(=O)c1ccc(Br)cc1)c1ccncc1	-0.4	0.2	-0.8	-3.4	-0.3	4.7	-1.1	13.0	-2.0
COCc1nnc(SCC(=O)NC(C)c2ccccc2)n1-c1ccccc1 (stereo unspecified)	4.7	1.6	-6.9	2.7	0.0	0.9	-0.8	-0.5	-6.1
CC(/C=N/NC(=O)Cc1cccn1C)=C\c1ccccc1	4.1	0.2	-1.7	-6.3	1.0	1.7	-0.7	3.9	-7.5
COc1ccc(CNC(=O)c2cc(=O)c3c(C)cc(C)cc3o2)cc1	-3.0	3.2	-6.9	-2.2	4.3	2.8	-3.2	3.2	-4.4
CC(=O)NCCc1ccc(S(=O)(=O)Nc2cccnc2)cc1	7.7	-4.5	4.6	4.0	1.1	0.9	0.1	-0.9	-5.9
Cn1c(=O)c2c(nc(N/N=C/c3cccnc3)n2Cc2ccc(F)cc2)n(C)c1=O	-8.8	5.6	-4.3	2.6	7.4	7.7	-0.5	-0.7	5.0
CC(=O)c1sc(N/N=C\c2c(O)ccc3ccccc23)nc1C	5.0	0.8	-3.8	0.8	11.9	4.8	13.4	8.2	7.7

Some of these compounds in order of formula weight, rising:
SMILES	M4 antag	M1 PAM	M1 antag	CHRM5 PAM	M4 ag	CHRM5 antagonist	M5 ag	TAAR1 ag	M1 ag
CC(=O)c1sc(N/N=C\c2c(O)ccc3ccccc23)nc1C	5.0	0.8	-3.8	0.8	11.9	4.8	13.4	8.2	7.7
COc1ccc(CNC(=O)c2cc(=O)c3c(C)cc(C)cc3o2)cc1	-3.0	3.2	-6.9	-2.2	4.3	2.8	-3.2	3.2	-4.4
O=C(NNS(=O)(=O)c1ccc(Br)cc1)c1ccncc1	-0.4	0.2	-0.8	-3.4	-0.3	4.7	-1.1	13.0	-2.0
Cn1c(=O)c2c(nc(N/N=C/c3cccnc3)n2Cc2ccc(F)cc2)n(C)c1=O	-8.8	5.6	-4.3	2.6	7.4	7.7	-0.5	-0.7	5.0

Remaining list, next part
SMILES	M4 antag	M1 PAM	M1 antag	CHRM5 PAM	M4 ag	CHRM5 antagonist	M5 ag	TAAR1 ag	M1 ag
O=C(NCCNCc1ccccc1)c1ccco1	-3.9	15.5	-10.2	-12.3	0.6	4.4	8.6	0.1	-2.4
Cc1ccc(OCC(=O)OCC(=O)Nc2sccc2C(N)=O)cc1C	23.4	-13.5	22.4	-17.7	16.1	32.3*	10.1	10.9	-1.8
Cc1cccc(OCCC(=O)Nc2ccc(N3CCOCC3)cc2N2CCOCC2)c1	-5.5	11.1	-12.1	0.3	1.7	2.7	3.0	7.6	-4.2
Cc1nc2ccc(NC(=O)N3CCCCC3)cc2s1	7.0	0.5	4.5	-4.8	0.6	8.4	-3.2	6.7	-2.9
O=C(CCC1CCCN(Cc2ccncc2)C1)NCc1ccc(F)c(F)c1 (stereo unspecified)	5.7	-7.3	-2.9	-3.3	0.9	8.2	-6.8	-0.7	-15.7
O=S1(=O)CC(N2CCN(CCO)CC2)CN1Cc1cn(Cc2ccc(C(F)(F)F)cc2)nn1 (stereo unspecified)	3.0	/	/	-8.8	0.9	-2.7	-0.3	0.9	/
CCCNS(=O)(=O)c1ccc(OCC(=O)NCC2CCCO2)cc1 (stereo unspecified)	8.4	7.5	-9.4	-2.1	0.3	3.4	-2.3	1.4	-0.1
CCC(=O)N(Cc1cc(=O)[nH]c2ccccc12)c1ccc(OC)cc1	-2.1	9.3	-11.9	-1.2	0.5	7.2	-2.2	0.1	-6.0
Cc1ccc(NS(=O)(=O)c2c(C)[nH]c(C)c2C(=O)N2CCCCC2)cc1C	-13.5	3.2	-9.9	-3.7	2.0	6.1	-5.5	0.5	-2.9
COc1ccc(NC(=O)Nc2nc3ccccc3s2)cc1	9.7	-0.1	3.0	-12.9	15.5	14.2	5.4	12.3	3.7
Cc1ccc([C@H]2C[C@H](n3cc(C4CC4)nn3)[C@@H](O)CN2CC2CCCCC2)cc1	-20.4	-6.6	4.4	0.4	3.6	-2.8	1.2	-2.7	-3.2

These rows are one share of the data, so the mix of outcomes need not match the whole.
